BaF3 tox: parental Ba/F3 cell viability inhibition, counter-screen for JAK2V617F inhibitor project, murine pro-B, CellTiter-Glo luminescence. AID 1486, 2009. inhibition, % at 5.6 µM. actives 1.1% (n = 220,000). CellTiter-Glo ATP luminescence;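 active = inhibition above a per-campaign cutoff, the mean inhibition of all tested compounds plus 3 SD, cut at about 27% in these data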;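 also: 0% = DMSO wells and 100% = JAK Inhibitor I control wells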
NPY-Y1 antag: NPY-Y1 receptor antagonists, primary screen, cell-based; Neuropeptide Y receptor type 1 (Homo sapiens), P25929; HEK293-CNG Y1 cells, membrane potential fluorescence; NPY at EC95, then isoproterenol; inhibition, % at 3.6 µM; actives 1% (n = 200,000); AID 1040, 2008;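 active = inhibition above the campaign mean inhibition of all tested compounds plus 3 SD, cut at about 20% in these data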;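 also: 0% = DMSO wells given NPY plus isoproterenol and 100% = isoproterenol alone without NPY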
Target sequence (P25929 whole entry, looked up): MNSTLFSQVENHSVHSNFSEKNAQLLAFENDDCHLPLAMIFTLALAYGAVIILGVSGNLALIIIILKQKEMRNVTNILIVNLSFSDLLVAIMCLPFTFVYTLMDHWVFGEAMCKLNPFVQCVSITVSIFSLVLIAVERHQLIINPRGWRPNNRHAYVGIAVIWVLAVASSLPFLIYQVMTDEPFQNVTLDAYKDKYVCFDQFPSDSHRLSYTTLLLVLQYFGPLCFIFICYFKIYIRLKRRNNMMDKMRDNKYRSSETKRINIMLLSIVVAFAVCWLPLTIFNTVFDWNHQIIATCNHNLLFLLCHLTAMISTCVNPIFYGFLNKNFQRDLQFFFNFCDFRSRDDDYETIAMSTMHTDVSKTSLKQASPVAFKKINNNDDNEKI
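Test system – HEK293 Y1/CNG channel cell line · Also added – NPY agonist 25 nM, then isoproterenol 1 µM plus Ro 20-1724 25 µM · Compound dosing – one concentration, 3.6 µM, in 0.4% DMSO · Schedule – compound incubation 1 h at room temperature, readout 45 min post-stimulation · Technique – fluorescence, membrane potential probe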
S1P4 antagonist: S1P4 receptor antagonists, primary screen, cell-based; Sphingosine 1-phosphate receptor 4 (Homo sapiens), O95977; S1P4-expressing cells, antagonist mode, reporter read-out; inhibition, % at 4.98 µM; actives 0.26% (n = 220,000); AID 1510, 2009; in the data active = inhibition above about 29%;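 also: 0% = wells stimulated with agonist and 100% = vehicle wells without agonist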
Target sequence (O95977 whole entry, looked up): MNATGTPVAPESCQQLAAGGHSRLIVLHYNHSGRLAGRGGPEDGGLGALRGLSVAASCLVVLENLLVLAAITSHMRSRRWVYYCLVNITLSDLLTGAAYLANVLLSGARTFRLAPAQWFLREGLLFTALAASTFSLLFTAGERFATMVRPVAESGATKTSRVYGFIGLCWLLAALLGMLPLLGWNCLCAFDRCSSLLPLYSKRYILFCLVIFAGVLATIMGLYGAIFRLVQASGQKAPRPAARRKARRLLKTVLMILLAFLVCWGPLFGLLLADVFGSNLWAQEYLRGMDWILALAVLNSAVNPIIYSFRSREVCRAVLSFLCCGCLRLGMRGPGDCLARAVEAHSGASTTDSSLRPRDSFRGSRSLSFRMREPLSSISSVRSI
NCF1 inh: p47phox/p22phox peptide binding inhibitors, primary screen, biochemical, uHTS, NADPH oxidase regulatory subunit. actives 0.53% (n = 220,000). fluorescence polarization, 2 h. Neutrophil cytosol factor 1 (Homo sapiens), P14598. AID 1274, 2008. inhibition, % at 24.7 µM;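 active = inhibition above about 30%, limit read from the data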;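 also: 0% = p47phox with labelled peptide and 100% = labelled peptide alone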
CHOP inh: inhibitors of CHOP promoter induction, primary screen, cell-based, unfolded protein response, luciferase reporter. CHO-K1 CHOP-promoter luciferase, tunicamycin-induced, 15-18 h. inhibition, % at 10 µM. actives 3.8% (n = 220,000). AID 2732, 2010;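 active = compounds that reduced the stress-induced luciferase reporter signal by more than about 70% of percent inhibition, limit read from the data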;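 also: 0% = tunicamycin plus vehicle and 100% = wells without tunicamycin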
Ba/F3 V617F tox: reduced viability of JAK2V617F-dependent Ba/F3 cells, primary screen, JAK2V617F inhibitor project, cell-based, Ba/F3 EpoR-JAK2V617F, luminescence; ATP luminescence; inhibition, % at 5.6 µM; actives 1.1% (n = 220,000); AID 1446, 2008;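 active = inhibition above the campaign mean plus 3 SD over all tested compounds, cut at about 24% in these data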;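 also: cytokine-independent growth of Ba/F3 cells driven by EpoR plus mutant JAK2; 0% = DMSO-treated cells and 100% = JAK inhibitor I control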
S1P4 agonist: S1P4 receptor agonists, primary screen, cell-based; S1P4-expressing cell line, agonist reporter assay; activation, % at 4.98 µM; actives 0.35% (n = 220,000); AID 1509, 2009; in the data active = activation above about 11%;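 also: 0% = DMSO vehicle and 100% = reference agonist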
NPY-Y2 PAM-ag: NPY-Y2 potentiators or agonists, primary screen, cell-based | AID 1359, 2008 | Neuropeptide Y receptor type 2 (Homo sapiens), P49146 | cells expressing NPY-Y2, potentiator/agonist read-out | activation, % at 3.6 µM | actives 0.45% (n = 220,000); in the data active = activation above about 27%;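 also: cells stimulated with NPY near EC25 plus isoproterenol at EC100; 0% = vehicle plus submaximal agonist and 100% = vehicle plus saturating agonist; some results beyond the cut were filed as inactive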
NPY1 pot ag: NPY-Y1 receptor potentiators or agonists, primary screen, cell-based; NPY-Y1 expressing cells, potentiator/agonist activation; Neuropeptide Y receptor type 1 (Homo sapiens), P25929; actives 0.37% (n = 220,000); activation, % at 3.6 µM; in the data active = activation above about 33%, passing the limit was not always enough;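 also: cells stimulated with NPY at EC10 then isoproterenol at EC100; 0% = low agonist plus stimulus and 100% = saturating agonist plus stimulus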
Numbers without * were called inactive; / = no result given.

Keys: A = BaF3 tox; B = NPY-Y1 antag; C = S1P4 antagonist; D = NCF1 inh; E = CHOP inh; F = Ba/F3 V617F tox; G = S1P4 agonist; H = NPY-Y2 PAM-ag; I = NPY1 pot ag
> CCOC(=O)c1nn(-c2ccccc2)c(C#N)c1N
  A: 7 | B: -7 | C: -17 | D: -7 | E: 3 | F: 4 | G: -1.2 | H: -6 | I: -14

> Cc1noc(NC(=O)c2ccccc2Cl)c1C#N
  A: 6 | B: 0 | C: -3 | D: 2 | E: 29 | F: -4 | G: -1.8 | H: -6 | I: 1

> C/C=C(\C)C(=O)NNC(=O)c1sc(-c2ccccc2)nc1C
  A: -2 | B: / | C: -3 | D: -8 | E: 9 | F: 1 | G: 0.8 | H: 6 | I: 9

> COc1ccccc1/C=N/NC(=O)Cn1cnc([N+](=O)[O-])n1
  A: 7 | B: -1 | C: -15 | D: 2 | E: 2 | F: 1 | G: -1.0 | H: 11 | I: 13

> Cc1c(C=O)c(C=O)c(C)n1Cc1ccccc1
  A: 5 | B: 1 | C: 35* | D: -5 | E: 26 | F: 1 | G: -0.5 | H: 14 | I: 15

> COc1ccc(-c2cc(O)cc(O)c2)cc1
  A: -1 | B: -9 | C: 2 | D: -4 | E: 9 | F: -5 | G: -0.7 | H: 25 | I: 13

> CC(C)(C)c1ccc(C(=O)CSc2ncn[nH]2)cc1
  A: 3 | B: 3 | C: -28 | D: 0 | E: 32 | F: 3 | G: 0.5 | H: 4 | I: 7

> Cc1cccc(Nc2nc(NCC3CCCO3)nc(N)c2[N+](=O)[O-])c1 (stereo not given)
  A: 5 | B: -1 | C: -19 | D: -10 | E: 50 | F: 0 | G: -1.2 | H: -2 | I: 10

> O=C(CNC(=O)c1ccccc1F)N/N=C/c1cc(Br)ccc1OC(=O)/C=C/c1ccco1
  A: 10 | B: 3 | C: -17 | D: -38 | E: 35 | F: 2 | G: -1.3 | H: -1 | I: -4

> O=C(CSc1nc(COc2ccccc2)nc2ccccc12)NC1CCCC1
  A: 5 | B: 11 | C: -12 | D: -5 | E: -5 | F: 0 | G: -0.3 | H: -15 | I: -22

> CCOc1ccc(NC(=O)C2CCCN(S(=O)(=O)c3c(C)nn(C)c3C)C2)cc1 (stereo not given)
  A: 6 | B: -2 | C: -12 | D: 7 | E: 22 | F: 2 | G: -0.6 | H: 7 | I: -15

> CCN(CC)C(=O)CSc1nnc(-c2cccnc2)n1CCc1ccccc1
  A: 10 | B: -4 | C: -2 | D: 15 | E: 12 | F: 7 | G: -3.1 | H: -3 | I: -8

> O=C(CNCCC1=CCCCC1)Nc1ccccc1N1CCCCCC1
  A: 5 | B: / | C: 7 | D: -16 | E: 73* | F: -5 | G: 0.9 | H: -24 | I: 6

> CNC(=O)NC(=O)Cn1nc2n(c1=O)-c1ccccc1SC2
  A: -4 | B: / | C: 1 | D: 6 | E: 3 | F: -3 | G: 0.3 | H: -5 | I: 16

> CC(NCc1ccc(S(N)(=O)=O)cc1)C(=O)Nc1ccc([N+](=O)[O-])cc1Cl (stereo not given)
  A: 2 | B: 5 | C: -2 | D: -17 | E: -3 | F: -4 | G: 0.6 | H: -3 | I: 13

> CCN(CC)S(=O)(=O)c1cccc(-c2nn(-c3ccccc3)cc2/C=C(\C#N)C(=O)NCc2ccco2)c1
  A: 3 | B: 5 | C: -17 | D: -27 | E: -16 | F: -2 | G: -0.4 | H: -7 | I: -2

> CCN(C(=O)CSc1n[nH]c(-c2cccs2)n1)C1CCS(=O)(=O)C1 (stereo not given)
  A: 0 | B: / | C: -3 | D: -13 | E: 2 | F: 3 | G: -1.1 | H: 5 | I: -1

> Cc1ccc(/C=C/C(=O)c2nc3ccccc3[nH]2)cc1
  A: -2 | B: 3 | C: 29* | D: -24 | E: -45 | F: -4 | G: 2.0 | H: -7 | I: -19

> CC1CC(C)CN(C(=O)COC(=O)c2cccc([N+](=O)[O-])c2)C1 (stereo not given)
  A: -2 | B: -2 | C: 2 | D: -5 | E: -11 | F: -4 | G: 1.4 | H: -3 | I: -2

> CCOC(=O)C1=C(C)NC(c2cccs2)C(=O)N1 (stereo not given)
  A: 6 | B: 5 | C: -7 | D: -13 | E: 31 | F: 0 | G: 2.4 | H: -7 | I: 22

> CCOC(=O)C1CCC(CN(Cc2ccccc2)S(=O)(=O)c2ccc([N+](=O)[O-])cc2)CC1 (stereo not given)
  A: 3 | B: 4 | C: -6 | D: -10 | E: 21 | F: 3 | G: -0.2 | H: -6 | I: -12

> CC(=O)Nc1ccc(Oc2cc(N)cc([N+](=O)[O-])c2)cc1
  A: 6 | B: -6 | C: -4 | D: 4 | E: 14 | F: 5 | G: -0.4 | H: -2 | I: -3

> CCOc1ccc(NC(=S)N2CCN(CCN3C(=O)c4cccc5cccc(c45)C3=O)CC2)cc1
  A: -1 | B: 3 | C: 4 | D: 28 | E: 53 | F: -3 | G: -1.6 | H: -3 | I: 28

> CN(C)C(CNC(=O)c1ccc2c(=O)n(-c3ccccc3F)c(=S)[nH]c2c1)Cc1ccccc1 (stereo not given)
  A: 8 | B: 2 | C: -2 | D: -4 | E: 20 | F: 7 | G: -0.7 | H: 3 | I: 5

> COc1cc2c(cc1OC)C(=O)CC(C)S2 (stereo not given)
  A: -3 | B: 2 | C: -14 | D: 3 | E: 23 | F: 0 | G: 2.1 | H: -6 | I: 5

> O=C(NNc1ccccc1)/C(=C\c1cccnc1)NC(=O)c1ccccc1
  A: 0 | B: / | C: 5 | D: 0 | E: 11 | F: -2 | G: -1.0 | H: 10 | I: -1

> Cc1sc2nc(C)n(/N=C/N(C)C)c(=O)c2c1C
  A: -9 | B: / | C: 3 | D: -17 | E: 47 | F: 2 | G: -0.3 | H: -5 | I: -5

> Cc1ccc(S(=O)(=O)Oc2ccc(/C=C3/N=C(c4ccccc4)OC3=O)cc2)cc1
  A: 7 | B: -2 | C: -11 | D: -5 | E: 2 | F: 2 | G: -1.4 | H: -10 | I: 8

> O=C(CSc1nnc(-c2ccccc2)n1-c1ccc(Cl)cc1)N/N=C/c1ccccc1C(=O)O
  A: -4 | B: / | C: 11 | D: 3 | E: 3 | F: -2 | G: -0.6 | H: -15 | I: -14

> O=c1[nH]c2cc(Cl)ccc2n1-c1ccccc1
  A: 5 | B: 0 | C: 7 | D: -16 | E: 34 | F: -2 | G: 1.6 | H: 11 | I: 6

> Cc1ccc(C)c(C(C)NC(=O)c2ccc(Br)o2)c1 (stereo not given)
  A: 3 | B: 5 | C: -17 | D: -138 | E: 4 | F: 1 | G: 0.7 | H: 14 | I: 7

> C=C1C2(C(=O)Nc3nccs3)CCC(C2)C1(C)C (stereo not given)
  A: 4 | B: -4 | C: 5 | D: -5 | E: 46 | F: 0 | G: 1.1 | H: -4 | I: 0

> CC(C)(C)C(=O)NC(=S)Nc1ccccc1C(=O)Nc1ccccc1
  A: 95* | B: -5 | C: 3 | D: 7 | E: -6 | F: -2 | G: -0.8 | H: -13 | I: 11

> CC(C)Oc1ccc(C(=O)NC(=S)Nc2ccc(CN3CCOCC3)cc2)cc1
  A: 6 | B: -2 | C: -17 | D: -5 | E: 15 | F: -2 | G: -1.1 | H: -4 | I: 10

> Cc1ccc(S(=O)(=O)NCC(=O)N(CC(=O)NC(C)(C)C)Cc2cccs2)cc1
  A: 3 | B: 3 | C: 3 | D: -8 | E: 6 | F: 0 | G: 1.1 | H: -7 | I: -3

> Cc1[nH]c(=O)[nH]c(=O)c1Cc1cccc2ccccc12
  A: 7 | B: 1 | C: -29 | D: 2 | E: -6 | F: -1 | G: 0.9 | H: 6 | I: 7

> CCn1c(=O)c(NC(=O)c2ccccc2)c2n(c1=S)CCCCC2
  A: 3 | B: 0 | C: -4 | D: -12 | E: 20 | F: -2 | G: 0.2 | H: -2 | I: -18

> CCOc1ccccc1NC(=O)c1ccccc1N(C)S(C)(=O)=O
  A: 8 | B: 1 | C: -10 | D: -6 | E: 18 | F: 3 | G: 2.0 | H: -1 | I: -6

> CC1CN(c2nc3c(c(=O)n(Cc4ccc(Cl)cc4)c(=O)n3C)n2C)CC(C)O1 (stereo not given)
  A: 1 | B: 5 | C: 3 | D: -8 | E: 23 | F: -5 | G: 2.3 | H: -6 | I: -3

> CCOC(=O)C1(Cc2cccc(OC)c2)CCN(Cc2cnc(SC)nc2)CC1
  A: 10 | B: 7 | C: -5 | D: -1 | E: 24 | F: 1 | G: 0.6 | H: -9 | I: 1

> O=C(Nc1sc(-c2ccccc2)cc1C(=O)O)c1ccccc1
  A: 1 | B: / | C: 6 | D: -65 | E: -27 | F: -1 | G: -0.9 | H: 5 | I: 8

> CSCCC(NC(=O)c1ccccc1)C(=O)Nc1ccc(C)cc1 (stereo not given)
  A: 4 | B: 10 | C: -32 | D: 0 | E: 27 | F: 2 | G: 0.6 | H: 11 | I: -10

> CC(C)n1c(C(F)(F)F)nc2cc(C(=O)N3CCCCC3)ccc21
  A: -1 | B: / | C: 2 | D: -2 | E: -26 | F: 0 | G: 0.7 | H: -8 | I: -6

> CC(CN1CCCCC1)OC(=O)c1ccc2c(c1)OCO2 (stereo not given)
  A: 4 | B: 3 | C: -7 | D: -3 | E: 26 | F: -1 | G: 1.4 | H: 5 | I: 3

> CCOc1ccccc1C(=O)NC1CCN(Cc2nnnn2C2CCCC2)CC1
  A: 0 | B: -7 | C: -12 | D: -4 | E: 18 | F: -3 | G: 0.7 | H: 2 | I: -9

> COc1ccc(S(=O)(=O)CCC(=O)NCCc2ccc(C)cc2)cc1
  A: 6 | B: 0 | C: -3 | D: -8 | E: -6 | F: 0 | G: -0.8 | H: 0 | I: 7

> Cc1ccccc1-c1nnc(-c2ccc(Cl)cc2)o1
  A: 9 | B: 17 | C: 6 | D: 8 | E: 58 | F: 1 | G: 0.6 | H: 2 | I: -19

> Cn1cc(C(=O)NCc2cccs2)c(=O)c2cc(S(=O)(=O)N3CCCC3)ccc21
  A: 2 | B: -8 | C: -9 | D: 8 | E: -16 | F: -1 | G: 1.6 | H: -2 | I: -11

> CC(C)C(=O)NC(=S)Nc1ccccn1
  A: 0 | B: 4 | C: -24 | D: -2 | E: 27 | F: -5 | G: -1.2 | H: -9 | I: -8

> COc1cc(S(=O)(=O)N2CCN(Cc3ccc4c(c3)OCO4)CC2)c(C)cc1C
  A: 8 | B: 15 | C: -17 | D: -9 | E: 65 | F: -1 | G: -0.1 | H: -6 | I: -16

Part of the list above, field by field:
SMILES: CCOc1ccccc1NC(=O)c1ccccc1N(C)S(C)(=O)=O
  BaF3 tox: 8 | NPY-Y1 antag: 1 | S1P4 antagonist: -10 | NCF1 inh: -6 | CHOP inh: 18 | Ba/F3 V617F tox: 3 | S1P4 agonist: 2.0 | NPY-Y2 PAM-ag: -1 | NPY1 pot ag: -6
SMILES: Cc1ccccc1-c1nnc(-c2ccc(Cl)cc2)o1
  BaF3 tox: 9 | NPY-Y1 antag: 17 | S1P4 antagonist: 6 | NCF1 inh: 8 | CHOP inh: 58 | Ba/F3 V617F tox: 1 | S1P4 agonist: 0.6 | NPY-Y2 PAM-ag: 2 | NPY1 pot ag: -19
